# BLM inh: blocks DNA unwinding by human BLM helicase; P54132; recombinant BLM DNA unwinding, fluorescence dequenching; Potency, µM (highest dose often 56.1 µM), for inactives: top-dose activity change, negative = inhibition, hits mostly inhibitors; 350,000 tested, 0.2% active; AID 2528;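 note: potency is the fitted concentration of half-maximal effect; plate controls were vehicle for no effect and no enzyme for full effect; nearly all actives have a fitted effect of over 35% in size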
# POLB inh: inhibitors of human DNA polymerase beta; P06746; Pol beta primer extension/strand displacement, fluorescence kinetic; Potency, µM (series often up to 114 µM), for the others: top-dose activity change, negative = inhibition, most hits filed as inhibitors; 340,000 tested, 1.3% active; note: potency is the fitted concentration of half-maximal effect; % is set by controls: 0 for no effect and ±100 for the full control effect
#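 Kinetic readout of DNA synthesis with strand displacement by Pol beta. Compound and 10 nM enzyme sit 15 min at room temperature; 50 nM substrate starts the reaction, read immediately and at 10 min.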
# Anesthetic bind: binds horse apoferritin like a general anesthetic; 350,000 tested, 0.074% active; Potency, µM (series often up to 77.5 µM), inactives show top-dose activity change, negative = displacement, most hits filed as inhibitors; apoferritin/1-aminoanthracene competitive binding, fluorescence; AID 485281; P02791; note: potency is the fitted concentration of half-maximal effect; % is set by controls: 0 for no effect and ±100 for the full control effect; nearly all actives have a fitted effect of over 20% in size
#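 In PBS, apoferritin at 10 uM is loaded with 1-AMA from a 50% saturated solution. After 10 min of compound exposure at ambient temperature, reduced 535 nm fluorescence indicates probe displacement.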
# LDHA inh: LDHA (human) enzyme inhibition; 480,000 tested, 0.15% active; AID 1347041; purified LDHA, NADH/diaphorase-resazurin fluorescence; active compounds read low; P00338; activity change, % (values are at about 110 or 230 µM); in the data active = activity change below about -30%; inconclusive = mostly about -25% to -30%;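 note: plate controls were DMSO wells for no effect and wells without enzyme for full effect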
#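 Resorufin fluorescence (ex540/em590), read at 0 and 20 min after diaphorase/resazurin addition, reports the NADH left after a 5 min room-temperature reaction of 2 nM human LDH5 with 0.06 mM NADH and 0.2 mM pyruvate.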
# APE1 inh: inhibitors of human APE1 endonuclease | 350,000 tested, 0.35% active | P27695 | Potency, µM (series often up to 65.8 µM), for inactives: at the highest dose activity change, negative = inhibition, most hits filed as inhibitors | recombinant APE1, TAMRA/BHQ-2 abasic DNA cleavage fluorescence | AID 2517;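 note: potency is the fitted concentration of half-maximal effect; plate controls were vehicle for no effect and reference inhibitor for full effect; nearly all actives have a fitted effect of over 55% in size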
# Target sequence (P27695 whole entry, looked up): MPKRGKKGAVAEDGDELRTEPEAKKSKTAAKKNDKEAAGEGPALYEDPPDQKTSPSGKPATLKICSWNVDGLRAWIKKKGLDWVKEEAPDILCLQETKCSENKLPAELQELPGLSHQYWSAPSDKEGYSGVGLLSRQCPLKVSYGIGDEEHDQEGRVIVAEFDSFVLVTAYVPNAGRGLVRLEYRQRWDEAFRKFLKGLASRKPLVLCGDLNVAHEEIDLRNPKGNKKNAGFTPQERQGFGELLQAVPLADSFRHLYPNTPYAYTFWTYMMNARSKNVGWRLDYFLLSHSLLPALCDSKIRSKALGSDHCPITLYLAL
#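 Incision of a quenched TAMRA/BHQ-2 THF abasic-site duplex (50 nM) by 0.75 nM APE1, after 15 min compound preincubation, measured as fluorescence increase over three 60 s reads. Values normalized to buffer, DMSO and NSC13755 control wells.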
# Pol eta inh: inhibitors of human DNA polymerase eta; recombinant Pol eta, fluorescent DNA replication assay; Potency, µM (series often up to 114 µM), for the others: at the top dose activity change, negative = inhibition, actives largely listed as inhibitors; 390,000 tested, 1.2% active; AID 588591; note: potency is the fitted concentration of half-maximal effect; % is set by controls: 0 for no effect and ±100 for the full control effect
# Target sequence (Q9Y253 whole entry, looked up): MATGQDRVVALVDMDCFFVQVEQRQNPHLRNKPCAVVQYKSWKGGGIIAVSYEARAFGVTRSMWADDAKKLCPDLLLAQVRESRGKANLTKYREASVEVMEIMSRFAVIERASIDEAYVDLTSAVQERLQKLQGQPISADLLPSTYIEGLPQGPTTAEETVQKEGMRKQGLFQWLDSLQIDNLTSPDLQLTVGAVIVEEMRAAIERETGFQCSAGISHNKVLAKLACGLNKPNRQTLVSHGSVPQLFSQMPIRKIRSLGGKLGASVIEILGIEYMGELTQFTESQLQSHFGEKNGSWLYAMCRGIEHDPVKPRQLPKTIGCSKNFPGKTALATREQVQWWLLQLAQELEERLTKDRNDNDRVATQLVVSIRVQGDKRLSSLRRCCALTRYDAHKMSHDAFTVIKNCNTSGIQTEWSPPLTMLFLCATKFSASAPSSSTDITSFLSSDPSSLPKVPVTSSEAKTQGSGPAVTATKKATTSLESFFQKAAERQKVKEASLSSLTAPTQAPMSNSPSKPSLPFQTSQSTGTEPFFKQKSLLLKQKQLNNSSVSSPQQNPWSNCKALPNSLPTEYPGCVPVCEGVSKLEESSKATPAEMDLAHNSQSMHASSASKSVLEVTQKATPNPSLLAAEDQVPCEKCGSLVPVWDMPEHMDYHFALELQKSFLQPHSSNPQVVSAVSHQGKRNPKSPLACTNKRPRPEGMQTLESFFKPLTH
#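 Pol eta (10 nM) was preincubated with compounds for 15 min at room temperature, after which fluorescent replication substrate (50 nM final) was added to start the reaction. Fluorescence was read kinetically at 0 and 10 min.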
# POLK inh: DNA polymerase kappa (human) inhibition; Q9UBT6; purified Pol kappa, fluorescent DNA synthesis assay, 10 min; Potency, µM (highest dose often 107 µM), for inactives: at the highest dose activity, negative = inhibition, hits mostly inhibitors; 400,000 tested, 0.53% active; AID 588579; note: potency is the fitted concentration of half-maximal effect; % is set by controls: 0 for no effect and ±100 for the full control effect
#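 Activity was followed as the change in fluorescence between reads at 0 and 10 min after starting the reaction with 50 nM substrate. Beforehand, 10 nM polymerase had been preincubated with compound for 15 min at room temperature.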
# Glioma ERSR ind: inducers of ER stress response in human glioma cells; U87-MG GRP78 promoter luciferase reporter, 16 h; Potency, µM, for inactives: at the top dose activation, usual class: activators; 420,000 tested, 0.02% active; AID 602332; note: potency is the fitted concentration of half-maximal effect; series mostly up to about 76 µM; % of control where 0% means no effect; nearly all actives have a fitted effect of over 35% in size
#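 ERSR induction read as luciferase luminescence (Bright-Glo, 10 min at room temperature) in stably transfected human U87-MG glioma cells exposed to compounds for 16 h, using GRP78 as sensor.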
# POLI inh: blocks human DNA polymerase iota activity; AID 588590; 390,000 tested, 1% active; Potency, µM (series often up to 115 µM), without a hit: at the top dose activity, negative = inhibition, most hits filed as inhibitors; Pol iota fluorescent replication assay, 10 min; note: potency is the fitted concentration of half-maximal effect
#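 Fluorescent replication assay read twice, at 0 min and 10 min after adding 50 nM (final) substrate. Enzyme (10 nM) and compounds were first incubated 15 min at room temperature; enzyme-free buffer wells were negative controls.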
# Numbers without * were called inactive; u = inconclusive; x = no result given; & = joins results of further samples; [ ] = remark or other dose. Unless noted, calls come from the whole dose curve; as a rule, active = well fitted curve in the direction sought with a large enough effect; inconclusive = small, poorly fitted or top-dose-only effect, or another doubt; inactive = no such curve, though single readings can be large; an effect the other way counts as inactive or inconclusive. An excerpt; rates above refer to the full screens.
no.	smiles	APE1 inh	Anesthetic bind	BLM inh	POLB inh	Pol eta inh	LDHA inh	POLK inh	POLI inh	Glioma ERSR ind
1	O=S(=O)(c1ccc(Cl)cc1)N1CCCCC1c1cccnc1 (stereo not drawn)	-3%	-10%	-5%	22%	-2%	-5	-10%	-14%	-4%
2	Cc1ccccc1N(CC(=O)NC1CCCC1)C(=O)c1csnn1	11%	-15%	4%	37%	-2%	-13	-5%	87%[activator]	-4%
3	CC[C@H]1C2C[C@H]3[C@@H]4N(C)c5ccccc5C45C[C@H](C2[C@H]5O)N3[C@@H]1O (stereo partly drawn)	16%	x	x	x	-15%	-4	0%	0%	-3%
4	Clc1ccc2c(c1)C(c1ccccc1Cl)=NCc1nnc(Br)n1-2	1%	-14%	2%	-21%	-3%	-5	-7%	-24%	3%
5	CC(=O)NC(Cc1ccc(N(CCCl)CCCl)cc1)C(=O)NC(C(=O)O)C(C)C (stereo not drawn)	0%	0%	-6%	-4%	-9%	-3	-4%	47%[activator]	-8%
6	N#Cc1ccc(NC(=O)CN2C(=O)NC3(CCCC3)C2=O)cc1Cl	5%	-4%	1%	39%	-26%	-2	-12%	91%[activator]	-5%
7	COc1ccc2c3c1OC1CC(O)C=CC31CCN(C)C2 (stereo not drawn)	-6%&1%	-10%&-7%	3%&-3%	u	-5%&-10%	0&-2	-4%&-17%	37%&26%	-6%&-3%
8	Cc1ccc(-n2c(O)c(C=N)c(=O)n(-c3ccc(C)cc3)c2=O)cc1	u	7%	-2%	11%	-20%	-5	0%	16%	2%
9	Cc1nccc2c1[nH]c1ccc(Br)cc12	-5%	x	x	x	-16%	-8	-11%	-24%	-2%
10	c1ccc2sc(N3CCNCC3)nc2c1	-3%	-1%	4%	-1%	-2%	-6	-5%	98%[activator]	4%
11	NCCc1ccccn1	-3%	5%	1%	x	x	x	-13%[60.1 µM]	x	-2%
12	CCC1(C)OC(c2ccccc2)=C/C(=C/C=C2C(=O)NC(=O)NC2=O)O1 (stereo not drawn)	5%	-16%	-23%	u	-18%	-11	-26%	28µM*	-2%
13	CCC(=O)Nc1cc(C(=O)N2CCC3(CC2)OCCO3)ccc1S(=O)(=O)c1ccc(C)cc1	17%	-8%	-2%	29%	3%	-1	-14%	1%	-5%
14	Cc1cc(/C=C2\C(=O)NC(=O)N(c3ccc(F)cc3)C2=O)c(C)n1-c1cccc(C(=O)O)c1	5%	-21%	-3%	28µM*	22µM*	1	u	22µM*	-4%
15	CN1C(=O)C(=Cc2sc(=O)n(-c3ccccc3)c2N(C)C)C(=O)N(C)C1=O	-4%	6%	-2%	2%	-5%	1	-1%	53%[activator]	0%
16	N#Cc1ccc(NC(=O)CN2CCCC2)cc1Cl	16%	-4%	-5%	19%	-8%	-6	-16%	56%[activator]	-3%
17	CCOC(=O)c1ccc(NC(=O)c2c(O)[nH]c(=O)[nH]c2=O)cc1	-3%	51%[activator]	-7%	20µM*	u	-4	1%	0%	1%
18	Fc1ccccc1N1CCN(Cc2c(F)cccc2F)CC1	-8%	2%	-1%	u	3%	u	-7%	37%[activator]	-4%
19	CCC1CO/C(=C(\C(Cl)=C(Cl)Cl)[N+](=O)[O-])N1Cc1ccc(Cl)nc1 (stereo not drawn)	33%	-2%	-1%	-2%	-5%	-3	-3%	10%	-2%
20	C[S@@](=O)CCCCN=C=S	u	-2%	0%	x	x	x	14%[60.1 µM]	x	-8%
21	C/C(=N\NC(=O)c1ccncc1)c1c(O)n(Cc2ccccc2)c(=O)[nH]c1=O	5%	-2%	-2%	u	17%	-9	-10%	-9%	-1%
22	C=CCn1c(O)c(C(C)=NCCO)c(=O)[nH]c1=O	1%	-2%	2%	3%	3%	-1	-10%	12%	7%
23	CC1(C)C(C(=O)NN2C(=O)c3ccccc3C2=O)C1(C)C	2%	u	-5%	-1%	-13%	-5	-2%	10%	-1%
24	CCCN(CCC)C1CCc2cccc(O)c2C1 (stereo not drawn)	17%&3%	x	x	15%[57.1 µM]	-6%[57.1 µM]	-13	-6%[60.1 µM]	7%[58.9 µM]	-3%&-3%&-3%
25	O=C(O)c1ccccc1NC(=O)N1C[C@H]2C[C@@H](C1)c1cccc(=O)n1C2	-1%	-3%	0%	-1%	-5%	-9	-7%	-26%	0%
26	CCn1cc(C(=O)O)c(=O)c2ccc(C)nc21	17%	5%	4%	0%	-6%	6&7	-3%[60.1 µM]	-23%	-5%&-2%&-3%&-4%&-5%&-4%&-4%
27	COc1cc(C)c(C(=O)CC(=O)c2c(C)cc(OC)cc2C)c(C)c1	x	x	x	x	3%	-1	-11%	31%[activator]	-4%
28	COC(=O)c1cc2c(cn1)[nH]c1ccccc12	-3%&-8%	x	x	-11%[57.1 µM]	-3%[57.1 µM]	x	6%[19.4 µM]	-2%[58.9 µM]	4%
29	COc1ccc2[nH]c(C)c(CCNCc3cc(OC)c4c(c3)OCO4)c2c1	-4%	x	x	x	-6%	-4	-5%	7%	-1%
30	COC(=O)C1=C(c2cccc(OCc3ccccc3)c2)C[C@@H]2CC[C@H]1N2C(=O)NCCOc1ccccc1	-9%	x	x	x	-16%	-13	-12%	-8%	-5%
31	Cc1cccc(NC(=O)C2CCCN(S(=O)(=O)c3ccc4c(c3)oc(=O)n4C)C2)c1 (stereo not drawn)	-3%	-7%&0%	1%&5%	12%&24%	-18%&-7%	-12&-19	u	44%&-11%[activator]	-1%&-4%
32	O=C1NCN(c2ccccc2)C12CCN(C[C@H]1COc3ccccc3O1)CC2	-8%	x	-4%	x	x	x	-9%[19.4 µM]	x	-6%
33	C[C@H](N)[C@H](O)c1ccc(O)c(O)c1	0.79µM*	3%[29.3 µM]	-18%[21.4 µM]	x	x	x	0.75µM*	x	-2%
34	Cn1cc(CCC(=O)N2CCC3(CC2)OCCO3)c2ccccc21	-6%	-7%	0%	5%	-8%	-4	-11%	1%[58.9 µM]	-4%
35	O=C(Cn1c(=O)nc(-c2ccccc2)c2cc(Cl)ccc21)NCc1ccccc1	x	44%[activator]	1%	9%	-22%	-6	-4%[60.1 µM]	24%	1%
36	COc1ccc(CN2Cc3cnnn3-c3ccccc3C2C#N)cc1 (stereo not drawn)	x	x	x	x	-10%	0	-6%	u	-12%
37	C/C=C1/C[N+]2(C)CCC34C(=C(C=O)[C@H]1C[C@@H]32)Nc1ccccc14 (stereo partly drawn)	-1%	x	x	x	-16%	-2	2%	13%	-3%
38	O=C(N/N=C/c1ccccc1OC(=O)N1CCOCC1)c1cccs1	7%	1%	-3%	19%	6%	-5	-7%	74%[activator]	3%
39	COC(=O)Nc1ccc(N=C(N)N[N+](=O)[O-])cc1	0%	-2%	-2%	-17%	-12%	1	-1%	42%[activator]	-2%
40	CC(NCc1ccccc1C(F)(F)F)C(O)c1ccccc1 (stereo not drawn)	-2%	-16%	2%	3%	-22%	2	5%	5%	-2%
41	CCN(CC)c1ccc(/C=N/c2sc3c(c2C#N)C2CCN3CC2)c(O)c1	15%	6%	-10%	18%	-20%	3	-21%	14%	0%
42	Oc1ccc(/C=N/NP(=S)(c2ccccc2)c2ccccc2)cc1O	u	-22%	-19%	u	-19%	9	0%	u	-3%
43	CN1CCc2cc(O)cc3c2C1Cc1ccc(O)c(O)c1-3 (stereo not drawn)	-8%&0%	-13%	x	-2%[57.1 µM]	-13%[57.1 µM]	x	4%[19.4 µM]	16µM*	-3%
44	N#CCCn1cc(C(=O)Nc2ccccc2Br)c(-c2ccc([N+](=O)[O-])cc2)n1	15%	-15%	1%	30%	-10%	-4	-14%	71%[activator]	-3%
45	COc1ccccc1N1CCN(Cc2c[nH]c3ccccc23)CC1	-9%	-8%	3%	-3%	-16%	-8	-9%	46%[activator]	-2%
46	Cc1ccc(Cn2cccc(C(=O)Nc3ccc(C)c(Cl)c3)c2=O)cc1	x	-3%	-2%	-13%	-6%	-1	1%[60.1 µM]	7%	-1%
47	COc1ccccc1-n1c(-c2ccccc2Br)nc2ccccc2c1=O	-10%	-2%	-9%	1%	-8%	-5	3%	-10%	0%
48	COc1ccc(Cl)cc1N=Cc1c(O)n(C)c(=O)n(C)c1=O	3%	11%	-1%	25%	0%	-3	-18%	-6%	0%
49	NC1=NC(=O)N2CC12 (stereo not drawn)	x	x	4%	x	-1%	-7	-3%	14%	-5%&0%
50	CCOc1ccc(C(=O)Nc2ccc3nc(SCC(=O)N4CCCC4)sc3c2)cc1	x	5%	-5%	u	1%	-16	-3%	20%	-3%
51	O=Cc1cn(Cc2cccc([N+](=O)[O-])c2)c2ccccc12	-3%	-5%	-4%	41%	-22%	0	-4%	15%	-6%
52	CCOC(=O)[C@]12Cc3c(cc(OC)c(OC)c3OC)[C@H]1N(Cc1ccccc1)C(=O)c1ccccc12	x	x	x	x	-17%	0	-7%&-4%	-8%&2%	-3%&-2%
53	CC(C)OC1CCCC(O)C1CC(=O)O (stereo not drawn)	u	-3%	1%	42%	-17%	-4	1%	35%	-2%
54	Oc1ccc2c3c1O[C@H]1[C@@H](O)CC[C@@]4(O)[C@@H](C2)N(CC2CCC2)CC[C@]314	8%&14%&-5%	x	x	x	-12%&-10%	-12&-10	-10%&-4%	-11%&-4%	-2%&-2%
55	N=c1sccn1Cc1ccc(Cl)cc1Cl	-6%	1%	-10%	4%	-22%	-6	-16%	-1%	-7%
56	CC1CN(O)C2CCc3c(no[n+]3[O-])C12O (stereo not drawn)	3%	-7%	3%	1%	-11%	-3	-11%	14%	-5%

# Remaining list, next part:
no.	smiles	APE1 inh	Anesthetic bind	BLM inh	POLB inh	Pol eta inh	LDHA inh	POLK inh	POLI inh	Glioma ERSR ind
57	C[C@@H]1Cc2c(Cl)cc(C(=O)N[C@@H](Cc3ccccc3)C(=O)O)c(O)c2C(=O)O1	-4%	147%[activator]	1%	x	x	x	-9%[60.1 µM]	x	-5%
58	O=C(CN1CCOCC1)c1ccc(Br)cc1	-7%	-3%	-7%	4%	-4%	-2	-8%	1%	2%
59	[N-]=[N+]=CC(=O)OCC(N)C(=O)O (stereo not drawn)	-2%	x	4%	x	x	x	-4%[60.1 µM]	x	-2%
60	Ic1ccccc1CN[C@@H]1C2CCN(CC2)[C@@H]1C(c1ccccc1)c1ccccc1	2%	x	x	x	-9%	-15	-1%	-23%	-3%
